High-throughput results deposited in PubChem by The Scripps Research Institute Molecular Screening Center.
pPAFAH inh: inhibitors of human plasma PAF acetylhydrolase (pPAFAH); inhibition, % at 3.39 µM; recombinant pPAFAH, FP-rhodamine probe fluorescence polarization; 1.5% of 330,000 active;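 active = inhibition above the mean inhibition across the screen plus 3 SD, cut at about 25% in these data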;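 note: inhibitors block binding of the rhodamine activity-based probe so polarization drops; 0% = enzyme with DMSO and 100% = wells lacking pPAFAH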
Target sequence (Q13093 whole entry, looked up): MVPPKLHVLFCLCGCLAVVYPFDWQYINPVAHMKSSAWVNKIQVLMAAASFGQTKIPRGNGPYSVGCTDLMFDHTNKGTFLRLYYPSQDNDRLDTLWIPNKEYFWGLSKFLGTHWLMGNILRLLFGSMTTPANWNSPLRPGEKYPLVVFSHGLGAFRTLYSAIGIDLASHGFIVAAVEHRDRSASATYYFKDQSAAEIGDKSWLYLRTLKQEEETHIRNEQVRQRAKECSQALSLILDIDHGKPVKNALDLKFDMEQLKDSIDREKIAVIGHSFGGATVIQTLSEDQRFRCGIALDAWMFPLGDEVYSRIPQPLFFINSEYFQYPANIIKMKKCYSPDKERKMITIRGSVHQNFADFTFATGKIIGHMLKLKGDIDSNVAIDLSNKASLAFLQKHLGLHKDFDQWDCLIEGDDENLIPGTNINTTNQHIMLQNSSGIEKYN
LYPLA2 counter: blocks human lysophospholipase 2, a PME1 counter-screen. O95372. inhibition, % at 5.9 µM. recombinant LYPLA2, FP-Rh probe fluorescence polarization. AID 2177. 0.38% of 320,000 active;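 active = inhibition above the screen-wide mean plus 3 SD, limit set per campaign, cut at about 26% in these data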;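 note: 0% = LYPLA2 with DMSO and 100% = wells lacking LYPLA2 enzyme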
Target sequence (O95372 whole entry, looked up): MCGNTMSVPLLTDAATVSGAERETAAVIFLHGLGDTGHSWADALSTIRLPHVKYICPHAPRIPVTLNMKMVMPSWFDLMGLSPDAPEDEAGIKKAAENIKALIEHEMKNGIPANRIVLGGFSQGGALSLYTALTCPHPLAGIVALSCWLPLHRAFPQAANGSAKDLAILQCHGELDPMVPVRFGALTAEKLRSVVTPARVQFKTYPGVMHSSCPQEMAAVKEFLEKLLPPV
PREPL inh: inhibits the human prolyl oligopeptidase-like enzyme. Q4J6C6. recombinant PREPL, fluorescence polarization activity-based probe. inhibition, % at 5.96 µM. 0.68% of 320,000 active. AID 2751; in the data active = inhibition above about 43%;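 note: 0% = enzyme with DMSO and 100% = wells lacking enzyme; many of its hits are not listed in these tables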
PME-1 inh: PME-1 (human) inhibition. recombinant PME-1, FP-Rh probe fluorescence polarization. inhibition, % at 5.9 µM. Q9Y570. 0.53% of 320,000 active;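 active = inhibition above the campaign mean of all compounds plus 3 SD, cut at about 26% in these data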;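 note: competitive labeling of PME-1 active site by serine hydrolase directed probe; 0% = PME-1 with DMSO and 100% = wells lacking PME-1 enzyme; inhibitors block probe labeling so polarization falls and inhibition rises; many of its hits are not listed in these tables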
PAFAH1B2 inh: inhibitors of human PAFAH1B2 | recombinant PAFAH1B2, FP-rhodamine activity probe, fluorescence polarization | inhibition, % at 3.39 µM | 1.2% of 340,000 active;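 active = inhibition above the mean of all tested compounds plus 3 SD, cut at about 24% in these data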;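 note: 0% = enzyme with DMSO and 100% = wells lacking PAFAH1B2; many of its hits are not listed in these tables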
LYPLA1 inh: LYPLA1 (human) inhibition in PME1 counter-screen. AID 2174. inhibition, % at 5.9 µM. 0.16% of 320,000 active. recombinant LYPLA1, FP-Rh probe fluorescence polarization;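 active = inhibition above the mean of all tested compounds plus 3 SD, set per campaign, cut at about 14% in these data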;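 note: inhibitors block serine hydrolase probe labeling of LYPLA1 so polarization falls; 0% = enzyme with DMSO and 100% = wells lacking LYPLA1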
Target sequence (O75608 whole entry, looked up): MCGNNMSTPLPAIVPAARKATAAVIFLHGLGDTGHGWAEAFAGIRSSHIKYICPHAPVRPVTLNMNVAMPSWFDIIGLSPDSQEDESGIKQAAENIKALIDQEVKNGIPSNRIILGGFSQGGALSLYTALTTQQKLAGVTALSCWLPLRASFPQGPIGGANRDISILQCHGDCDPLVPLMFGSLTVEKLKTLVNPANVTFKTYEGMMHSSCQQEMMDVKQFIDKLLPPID
PAFAH1B3 inh: PAFAH1B3 (human) inhibition; recombinant PAFAH1B3, FP-rhodamine probe, fluorescence polarization; 0.28% of 340,000 active; inhibition, % at 3.39 µM;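 active = inhibition above the screen-wide average of all tested compounds plus 3 SD, cut at about 25% in these data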;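 note: 0% = enzyme with DMSO only and 100% = wells lacking PAFAH1B3 protein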
GSTO1 counter: blocks human GSTO1 in RBBP9 counter-screen; inhibition, % at 5.96 µM; 1.1% of 300,000 active; recombinant GSTO1, activity-based probe fluorescence polarization;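 active = inhibition above the campaign mean inhibition plus 3 SD, cut at about 35% in these data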;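 note: 0% = GSTO1-1 with DMSO and 100% = wells lacking GSTO1-1 enzyme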
PAD4 inh: PAD4 (human) enzyme inhibition. Q9UM07. recombinant PAD4, RCA probe fluorescence polarization. inhibition, % at 6.36 µM. 0.41% of 330,000 active. AID 485272;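 active = percent inhibition above a cutoff equal to the mean of all tested compounds plus 3 SD, cut at about 15% in these data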;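 note: 0% = PAD4 with RCA probe and DMSO and 100% = probe without PAD4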
* = called active by the depositor; nt = no result given; & = joins results of further samples.

Every second line gives: pPAFAH inh	LYPLA2 counter	PREPL inh	PME-1 inh	PAFAH1B2 inh	LYPLA1 inh	PAFAH1B3 inh	GSTO1 counter	PAD4 inh
> CCC1CCCCN1CCn1c(=S)[nH]c2cc(OC)c(OC)cc2c1=O (centres undefined)
    0.3	12.6	28.2	2.0	8.3	2.0	4.8	-5.1	-1.9
> COC(=O)c1ccc(NC(=O)N(c2ccccc2)c2ccccc2)cc1
    3.3	6.0	6.4	6.8	3.2	-6.0	4.0	13.2	-2.9
> CC(=O)Nc1ccc(NC(=O)c2ccc(C)c(S(=O)(=O)Nc3cccc(C)c3)c2)cc1
    7.8	-11.0	8.9	1.2	9.2	-9.9	-1.0	-13.2	2.6
> CC(=O)Nc1ccc(-c2cc(C(=O)O)c3ccc(C)cc3n2)cc1
    0.4	0.3	0.9	-1.6	2.3	-3.6	-2.0	3.0	-0.8
> CCC(=O)c1cc2c(C)cc(=O)oc2c(C)c1OC(C)=O
    4.8	5.3	-5.0	2.2	2.1	3.7	4.1	0.1	5.0
> O=C(CCl)N1CCN(S(=O)(=O)c2ccc3c(c2)CCC3)CC1
    -0.1	10.3	2.7	3.6	6.7	5.3	2.9	nt	7.0
> O=C(NCCNC(=O)c1cc(Cl)ccc1Cl)c1cnccn1
    5.7	12.2	11.7	4.7	-0.5	0.6	-11.4	3.1	1.9
> C=CCOn1c(=O)c(-c2ccc(OC)cc2)[n+]([O-])c2ccccc21
    32.8*	4.0	-3.1	14.1	4.0	-0.1	7.6	4.9	-1.2
> Nc1nnc(SCC(=O)OCC(=O)Nc2ccc(Br)cc2F)s1
    1.0	-0.6	-9.6	-2.6	1.5	-1.5	4.4	-4.2	-1.1
> O=C(NCCc1ccccc1)C(=O)Nc1ccc2c(c1)OCCO2
    -0.2	-0.6	1.7	-5.8	7.7	-5.0	6.9	3.1	0.7
> COc1ccccc1N1CC(C(=O)Nc2nnc(SCC(=O)NCC3CCCO3)s2)CC1=O (centres undefined)
    -2.9	0.7	-6.2	-4.3	1.0	0.5	9.3	2.9	2.2
> C/C(=C\c1ccccc1)C(=O)Nc1cc(C)on1
    0.7	1.2	2.3	1.5	5.5	0.3	4.5	-2.2	-2.0
> CNC(=O)NC(=O)CSc1nc2ccccc2n1CCOC
    0.6	-3.4	-1.3	6.8	6.5	0.4	3.2	9.3	4.9
> Fc1cccc(CCN2CCNC[C@@H]2Cc2ccccc2)c1
    0.8	-0.6	26.8	5.7	5.4	2.0	2.8	-0.4	-3.2
> CCOc1cccc(-c2c(C(=O)N/N=C/c3cccnc3)nnn2-c2nonc2N)c1
    0.3	-2.1	18.5	0.6	3.3	-1.3	-0.9	-2.5	-3.2
> COc1ccc(CCCc2nnc(SCC(=O)Nc3cc(C)ccc3C)o2)cc1
    4.2	4.7	-6.5	4.0	11.1	1.9	9.4	0.5	-0.8
> Cc1cc(C)c(S(=O)(=O)Nc2ccc3c4c(cccc24)CC3)c(C)c1
    0.0	-20.7	-10.4	1.3	-8.5	-12.0	-1.0	-2.5	-9.0
> COc1ccc(C)cc1NC(=O)n1ncc2c(C)cccc21
    1.1	-8.4	3.2	6.4	-6.2	0.3	0.3	-3.5	-3.8
> N#CC(=C=[N-])c1nc2ccccc2nc1-[n+]1cccc(NC(=O)c2ccccc2)c1
    5.1&1.7	-1.8&-4.7	14.4&-3.9	7.3&-5.8	5.8	0.3&-1.6	5.3	59.0*	2.0&2.5
> CC1CCCC(NC(=O)CCNC(=O)c2ccccc2Cl)C1C (centres undefined)
    -2.5	0.2	-3.4	-6.0	-1.8	-0.9	5.7	0.3	4.2
> Cn1cccc1C(=O)OCC(=O)NC(=O)NC1CCCCC1
    0.9	-0.3	14.5	-4.3	-0.6	3.6	17.7	-7.3	-5.4
> CCN(Cc1ccccc1)C(=O)COC(=O)CNC(=O)c1ccc(C)s1
    0.8	5.2	2.3	-1.9	1.8	2.7	12.9	6.3	2.4
> COc1cc(C)c(S(=O)(=O)Nc2ccc(CC(=O)O)cc2)cc1C
    6.6	-0.1	1.7	-2.0	3.5	-1.1	-0.4	8.0	-5.8
> Cc1ccc(N2C(=O)c3ccccc3C2=O)nc1
    -0.2	4.3	-7.6	1.0	0.6	-0.7	2.1	-2.4	3.0
> COc1cccc(/C=C/C(=O)OCC(=O)NCCCc2ccccc2)c1OC
    9.3	nt	5.5	nt	3.9	nt	10.8	nt	0.0
> COc1ccc(C(=O)C2CCN(C(=S)NCC3CCCO3)CC2)cc1 (centres undefined)
    -6.7	1.6	7.2	-7.5	1.6	-5.4	0.2	9.5	2.3
> CC(NC(=O)c1ccc(OC2CCN(S(=O)(=O)N(C)C)CC2)cc1)C1CC1 (centres undefined)
    -0.3	3.1	6.1	-4.7	6.3	0.2	7.1	5.8	-2.4
> Cc1noc(C)c1COC(=O)c1ccc2c(c1)S(=O)(=O)c1ccccc1C2=O
    1.8	6.7	13.1	-0.5	5.3	1.6	0.6	-6.3	10.1
> CC1CCCN(c2ccc(C(=O)NCc3cccs3)cn2)C1 (centres undefined)
    0.9	1.5	0.3	-0.8	6.5	-0.9	2.8	7.5	1.4
> Cc1ccc(N2CC(C(=O)Nc3ccc(N(C)C)cc3)CC2=O)cc1C (centres undefined)
    7.2	-4.2	0.8	-2.5	0.1	3.4	-3.1	6.4	-3.1

Pulled one by one from the list above, 3 records:
Every second line gives: pPAFAH inh	LYPLA2 counter	PREPL inh	PME-1 inh	PAFAH1B2 inh	LYPLA1 inh	PAFAH1B3 inh	GSTO1 counter	PAD4 inh
> O=C(NCCNC(=O)c1cc(Cl)ccc1Cl)c1cnccn1
    5.7	12.2	11.7	4.7	-0.5	0.6	-11.4	3.1	1.9
> CCC(=O)c1cc2c(C)cc(=O)oc2c(C)c1OC(C)=O
    4.8	5.3	-5.0	2.2	2.1	3.7	4.1	0.1	5.0
> Fc1cccc(CCN2CCNC[C@@H]2Cc2ccccc2)c1
    0.8	-0.6	26.8	5.7	5.4	2.0	2.8	-0.4	-3.2

New compounds follow
Every second line gives: pPAFAH inh	LYPLA2 counter	PREPL inh	PME-1 inh	PAFAH1B2 inh	LYPLA1 inh	PAFAH1B3 inh	GSTO1 counter	PAD4 inh
> CC1CCCCN1CCn1cnc2c([nH]c3ccccc32)c1=O (centres undefined)
    2.9	-0.9	4.0	-3.1	-0.2	-1.9	7.3	3.1	1.3
> COC(=O)CCCCCNC(=S)Nc1ccc2[nH]c(=O)[nH]c2c1
    -2.7	-1.2	14.6	-0.2	3.0	0.9	10.8	-9.5	-3.1
> Cc1nn(Cc2ccc([N+](=O)[O-])cc2)c(=O)n1-c1ccc(Cl)cc1
    -2.3	1.3	-2.2	6.5	6.2	2.2	2.6	-2.5	-6.0
> O=C(NNC(=O)c1ccncc1)Nc1cccc([N+](=O)[O-])c1
    -11.6	-3.9	18.6	2.7	5.7	-4.9	17.6	0.7	-1.0
> COc1ccc(C(=O)Cn2nnc(-c3ccc(N4CCOCC4)cc3)n2)cc1OC
    5.6	7.7	2.3	1.7	-1.6	-1.6	-3.1	-0.9	-3.0
> Cc1c(C)n(C)c2ccc(C(=O)NCCCN3CCCCC3)cc12
    5.4	4.1	18.0	2.8	1.9	3.9	3.0	8.7	-0.4
> CCN(CC)CCCNC(=O)CSc1nc(-c2ccc(F)cc2)cc(C(F)(F)F)n1
    4.0	4.7	-4.7	-2.5	1.1	-1.1	3.5	-3.5	-4.8
> CC1(C)Cc2c(sc(NC(=O)c3ccc(C(=O)c4ccccc4)cc3)c2C#N)C(C)(C)N1
    0.8	3.4	9.9	8.0	0.6	-7.3	3.0	2.6	-6.7
> COc1cccc(OC)c1OCC(O)CN1CCN(c2ccc(F)cc2)CC1 (centres undefined)
    2.8	1.1	1.6	2.6	7.9	1.7	0.4	2.2	-3.0
> O=C(NCc1ccco1)c1ccccc1NS(=O)(=O)c1ccc(Br)s1
    28.4*	0.3	-4.7	4.3	13.8	2.0	8.2	-20.6	0.2
> C=CCSc1nnc(CC(OC)OC)n1-c1ccccc1
    1.9	9.8	10.1	0.1	-2.2	2.5	7.2	6.3	4.4
> Cc1ccn2cc(-c3ccc(O)c(O)c3)nc2c1
    10.6	-3.3	5.3	-4.5	2.4	-6.3	13.7	60.0*	-1.5
> COCCN1C(=O)c2ccccc2C(C(=O)NCC2CCCO2)C1c1c[nH]c2ccccc12 (centres undefined)
    2.4	-0.6	-0.6	-5.2	5.6	1.5	12.2	-1.9	0.7
> CCOc1ccccc1Nc1nnc(SCC(=O)Nc2nc(-c3ccc(OC)cc3)cs2)s1
    -2.8	-7.7	6.8	-12.3	-0.6	-7.2	-5.7	-3.9	-1.3
> CCOc1cc(/C=C2\N=C(SC(C)C(N)=O)N(c3ccc(OC(F)F)cc3)C2=O)ccc1O (centres undefined)
    -0.3	-19.5	6.3	-45.6	-10.6	-11.7	-9.1	-3.1	1.8
> Cc1[nH]ccc(=O)c1OCc1ccccc1
    4.0	-0.6	-1.5	0.8	0.9	-2.4	4.0	3.0	-0.6
> Cc1ccc(S(=O)(=O)NCC(=O)OCc2nnc(-c3ccccc3)o2)cc1
    7.4	-1.3	6.2	1.5	4.1	-3.4	3.3	6.0	-2.2
> O=c1cc(-c2ccccc2)nc2n1Cc1ccccc1-2
    4.9	1.2	1.4	4.5	3.9	1.0	9.4	-6.8	-5.3
> CCS(=O)(=O)N1Cc2ccccc2CC1C(=O)NCCc1ccccc1 (centres undefined)
    11.0	2.7	-4.5	-7.8	7.8	-0.3	7.6	-1.4	-4.8
> COc1ccc(NC(=O)n2nc(OC(=O)c3cccs3)cc2N)cc1
    7.5	-1.8	27.2	-0.6	1.5	-1.6	5.1	17.1	-6.3
> COc1cc(C2=NOC(C(=O)NCc3cccnc3)C2)cc(OC)c1OC (centres undefined)
    -0.7	0.7	-6.0	-1.0	2.7	0.3	10.3	3.2	1.8
> O=C(CN1CCN(C(=O)c2ccccc2)CC1)Nc1ccccc1
    4.8	-2.4	11.6	2.8	-0.2	-0.8	10.5	0.3	-1.0
> O=C(COC(=O)CCOc1ccccc1)Nc1cc(S(=O)(=O)N2CCCCC2)ccc1Cl
    14.0	-12.2	-1.7	13.3	3.3	-6.0	3.4	2.5	-4.4
> CCOC(=O)c1[nH]c(C)c(/C(O)=C2\C(=O)C(=O)N(CCCn3ccnc3)C2c2ccncc2)c1C (centres undefined)
    1.9	-8.3	-0.3	-3.1	4.7	-2.2	0.6	3.5	-1.9
> CC1=C(C(=O)OCC(C)C)C(c2cc3c(cc2Br)OCO3)NC(=O)N1C (centres undefined)
    1.6	-10.8	3.3	9.8	10.3	-3.5	8.2	-9.8	-2.6
> C/C(=N/NC(=O)CNC(=O)c1ccco1)c1ccc(Cl)cc1
    1.9	3.4	10.3	3.1	0.9	2.4	4.0	1.8	-10.9
> O=C(NC(=O)c1cccc(F)c1)OC[C@@H]1CCCN2CCCC[C@H]12
    0.6	3.0	3.5	-5.5	2.6	1.3	1.3	2.9	2.5
> Cc1cc(O)cc(O)c1C(=O)Cc1cscn1
    3.2	9.6	14.1	-0.9	6.8	1.8	9.3	11.8	-1.2
> CCCCN(Cc1cc2cc(OC)ccc2[nH]c1=O)C(=O)c1ccccn1
    5.7	-5.4	-1.1	-1.1	2.1	-1.8	2.7	1.0	-2.2

An excerpt. The share of hits here may be higher or lower than overall.
